Bioassay records from PubChem BioAssay.
TDP1 block – TDP1 (human) enzyme inhibition. AID 485290. recombinant TDP1, AlphaScreen DNA substrate cleavage. Q9NUW8. 350,000 compounds, 0.28% hits. Potency, µM (doses to about 130 µM), inactives show top-dose activity change, negative = inhibition, most hits filed as inhibitors; further: nearly all actives have a fitted effect of over 40% in size
Target sequence (Q9NUW8 whole entry, looked up): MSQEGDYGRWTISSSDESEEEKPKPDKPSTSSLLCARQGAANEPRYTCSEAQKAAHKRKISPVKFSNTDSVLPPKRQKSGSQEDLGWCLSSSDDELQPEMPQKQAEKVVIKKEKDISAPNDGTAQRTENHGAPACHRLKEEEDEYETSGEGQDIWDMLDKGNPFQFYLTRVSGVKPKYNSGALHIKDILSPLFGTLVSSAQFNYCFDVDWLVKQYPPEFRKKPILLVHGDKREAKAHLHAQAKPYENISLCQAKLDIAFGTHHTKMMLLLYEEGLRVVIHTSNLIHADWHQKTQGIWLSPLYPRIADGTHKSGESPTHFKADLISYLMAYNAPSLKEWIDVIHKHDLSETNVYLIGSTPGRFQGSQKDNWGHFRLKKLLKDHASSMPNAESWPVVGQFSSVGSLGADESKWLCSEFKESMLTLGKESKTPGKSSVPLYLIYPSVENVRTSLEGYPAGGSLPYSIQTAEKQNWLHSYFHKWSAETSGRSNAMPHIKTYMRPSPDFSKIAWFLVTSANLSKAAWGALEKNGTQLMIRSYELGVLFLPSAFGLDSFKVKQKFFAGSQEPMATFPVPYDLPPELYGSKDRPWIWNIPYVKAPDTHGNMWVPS
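E. coli-derived human Tdp1, 1 nM final. Cpd preinc 15 min RT; substrate 15 nM final, 5 min RT; AS bead mix 10 ug/ml final, 10 min RT. Signal loss = tyrosine-FITC cleavage. No-enzyme wells = max signal.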
TDP1 cell noCPT – qHTS for Inhibitors of human tyrosyl-DNA phosphodiesterase 1 (TDP1): qHTS in cells in absence of CPT; DT40 Tdp1-/- hTDP1 cells, no CPT, ATP luminescence, 48 h; Potency, µM (series often up to 46.2 µM), for the others: at the highest dose activity change, negative = growth inhibition, hits mostly inhibitors; 420,000 compounds, 15% hits; AID 686978, 2013; further: nearly all actives have a fitted effect of over 55% in size
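Camptothecin absent (DMSO only). Human TDP1-complemented DT40 knockout cells, 400 cells/well, 37 °C for minimum 48 hr; ATP measured via CellTiter-Glo, 30 min dark incubation, luminescence.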
N370S GC mod – N370S glucocerebrosidase modulation, Gaucher chaperone candidate; N370S GC spleen homogenate, 4MU-glucoside fluorescence; Potency, µM (highest dose often 59.4 µM), for the others: at the highest dose activity change, negative = inhibition, most hits filed as inhibitors; 330,000 compounds, 0.092% hits; AID 2101;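 further: 0% = full enzyme activity and -100% = no enzyme basal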
The depositor's hits bear a star; & = joins results of further samples; ! = repeats disagree; [ ] = remark or other dose. The call rests on the fitted dose curve; in most records, active means well fitted curve in the direction sought with a large enough effect; inconclusive means small, poorly fitted or top-dose-only effect, or another doubt; inactive means no such curve, though single readings can be large; an effect the other way counts as inactive or inconclusive. Unless noted, on the % scale 0 is the no-effect control and ±100 the full control effect; potency means the concentration at half of the fitted maximal effect. Only part of the results is shown, so the mix of outcomes need not match the whole.

For O=c1c2[nH]c3ccccc3c2nc(SCc2cccc(F)c2)n1-c1ccccc1 the results were TDP1 block 5% and TDP1 cell noCPT 23µM*.
Screening O=S(=O)(c1ccc2nc(SCc3ccc(Cl)cc3)[nH]c2c1)N1CCOCC1 returned TDP1 block 6%, TDP1 cell noCPT -9% and N370S GC mod -15%.
COc1ccc(NC(=S)NCCc2ccc(F)cc2)c(OC)c1 was read as TDP1 block 0%, TDP1 cell noCPT -17% and N370S GC mod 7%.
Screening C#CCOCCOCCOCCNc1nc(N2CCN(C(=O)CCCCCCCCCCNC(=O)[C@H](CCCCN)n3cc(C)nn3)CC2)nc(N2CCN(C(=O)CCCCCCCCCCNC(=O)[C@@H]([C@H](C)O)n3cc(C)nn3)CC2)n1 returned TDP1 block 3%, TDP1 cell noCPT inconclusive and N370S GC mod inconclusive.
`O=C(CCC(=O)N1Cc2ccccc2Oc2ncccc21)NCc1ccccc1Cl` gave TDP1 block 0% and TDP1 cell noCPT inconclusive.
For Cc1occc1C(=O)NNC(=O)Cc1ccccc1 the results were TDP1 block -4%, TDP1 cell noCPT -14% and N370S GC mod 5%.
Screening COc1ccc(-n2nc(C)c3c(C(F)(F)F)cc(-c4cccnc4)nc32)cc1 returned TDP1 block 2% and TDP1 cell noCPT -23%.
CCOC(=O)c1ccccc1NC(=O)CSc1nnc(C(C)C)n1CC was read as TDP1 block 1%, TDP1 cell noCPT -14% and N370S GC mod 4%.
COC(=O)[C@@]1(C)[C@H]2C(=O)N(Cc3ccccc3)C(=O)[C@H]2[C@H]2CN=C(SCC(=O)c3ccccc3)N21 was read as TDP1 block 1%[56.1 µM] and TDP1 cell noCPT inconclusive.
`Cc1ccc(C2(C)CC(C)(C)N(C(=O)CSc3nnc(C)s3)c3ccccc32)cc1` (stereo not given) gave TDP1 block 5%, TDP1 cell noCPT 16µM* and N370S GC mod 1%.
Screening Nc1nc(SCC(=O)O)[nH]c(=O)c1NC(=O)c1ccccc1F returned TDP1 block 2%, TDP1 cell noCPT 11% and N370S GC mod -3%.
For COc1ccccc1C(=O)O/N=C(/C)c1ccc(N2C(=O)C3CCCCC3C2=O)cc1 (stereo not given) the results were TDP1 block 3%, TDP1 cell noCPT -17% and N370S GC mod inconclusive.
O=S1(=O)N=CN(Cc2cccc(F)c2)c2ccccc21 was read as TDP1 block 0%, TDP1 cell noCPT -12% and N370S GC mod 0%.
`CCOC(=O)c1cnc(-n2nc(C)cc2C)nc1NCCc1ccccc1` gave TDP1 block 8%, TDP1 cell noCPT 5.2µM* and N370S GC mod 13%.
CCN(CC)S(=O)(=O)c1ccc2oc(Nc3ccc(OC)cc3OC)nc2c1 was read as TDP1 block 0%, TDP1 cell noCPT 18µM* and N370S GC mod 1%.
For Cc1cccn2c(=O)c3cc(C(=O)N4CCN(C(=O)c5ccco5)CC4)n(C)c3nc12 the results were TDP1 block 6%, TDP1 cell noCPT inconclusive and N370S GC mod -15%.
`CCc1cc(CNC(=O)c2ccc3nc(Cc4ccc(OC)c(OC)c4)oc3c2)on1` gave TDP1 block 2%, TDP1 cell noCPT inconclusive and N370S GC mod -16%.
For CCc1ccc(N2C(=O)CN(Cc3cccs3)C2=S)cc1 the results were TDP1 block -3%, TDP1 cell noCPT -1% and N370S GC mod 10%.
For FC(F)(F)c1ccccc1-c1nc(Nc2ccncc2)c2ccccc2n1 the results were TDP1 block 9%[56.1 µM], TDP1 cell noCPT -63% and N370S GC mod -16%.
Screening Cc1ccsc1/C=N/NC(=O)CO returned TDP1 block -8%, TDP1 cell noCPT 8% and N370S GC mod -12%.
For CCOC(=O)[C@@H]1[C@H]2COc3ccc(Br)cc3[C@H]2N2C(=O)N(c3ccc(Br)cc3)C(=O)[C@]12C the results were TDP1 cell noCPT inconclusive and N370S GC mod 0%.
For O=C(CN1CCCCC1)N1CCc2ccccc21 the results were TDP1 block 1%, TDP1 cell noCPT -1% and N370S GC mod -1%.
COc1cc(C)ccc1Oc1nc(-c2ccccc2O)nc2ccccc12 was read as TDP1 cell noCPT -27% and N370S GC mod 5%.
`Cc1ccc(CNC(N)=S)cc1` gave TDP1 block 1%, TDP1 cell noCPT -7% and N370S GC mod 13%.
C/C=C/C(=O)OCC(=O)Nc1nc2ccc(C)cc2s1 was read as TDP1 block 2%, TDP1 cell noCPT 6% and N370S GC mod -3%.
`O=C(Cc1cccs1)N/N=C/C(Cl)=C/c1ccccc1` gave TDP1 block 0%, TDP1 cell noCPT -14% and N370S GC mod -2%.
`O=C(c1cc(S(=O)(=O)N2CCOCC2)ccc1Cl)N1CCOCC1` gave TDP1 block 3%, TDP1 cell noCPT -1% and N370S GC mod -3%.
`COC(=O)c1ccc(C=O)cc1` gave TDP1 block -8% and N370S GC mod 4%.
Screening COc1ccc(/C=N/Nc2nc(N3CCCC3)nc(N3CCCC3)n2)c(OC)c1OC returned TDP1 block -3%, TDP1 cell noCPT -8% and N370S GC mod 11%.
CCOC(=O)c1c(C)c(C(=O)Nc2ccc(N(C)C)cc2)c(C)n1CC was read as TDP1 block 2%, TDP1 cell noCPT 4.6µM* and N370S GC mod 4%.
For Cc1c(NC(=O)c2cc3c(s2)CCCC3)c(=O)n(-c2ccccc2)n1C the results were TDP1 block -6%, TDP1 cell noCPT 0% and N370S GC mod 0%.
CN1C(=O)CC(C(=O)O)SC1=Nc1cc(Cl)cc(Cl)c1 (stereo not given) was read as TDP1 block 1%, TDP1 cell noCPT 0% and N370S GC mod 28%.
Screening O=[N+]([O-])c1cc(C(F)(F)F)cc([N+](=O)[O-])c1NN=C1CCCCC1 returned TDP1 block 11%, TDP1 cell noCPT 23µM* and N370S GC mod -8%.
For O=C(O)c1cccc(NS(=O)(=O)c2ccc(NC(=O)c3ccco3)cc2)c1 the results were TDP1 block -9%, TDP1 cell noCPT -7% and N370S GC mod -15%.
For COc1ccc(S(=O)(=O)N2CCOCC2)cc1NC(=O)CCNC(=O)c1ccc(Br)cc1 the results were TDP1 block 1%, TDP1 cell noCPT inconclusive and N370S GC mod -12%.
COc1ccc(S(=O)(=O)NCc2cccnc2)cc1Br was read as TDP1 block 1%, TDP1 cell noCPT 5.8µM* and N370S GC mod -16%.
For NCCCCCCNS(=O)(=O)c1cccc2ccccc12 the results were TDP1 block 8%, TDP1 cell noCPT 14µM* and N370S GC mod 7%.
Screening COc1ccc(OC)c(C(=O)CN2C(=O)NC(C)(c3ccccc3)C2=O)c1 (stereo not given) returned TDP1 block 0%, TDP1 cell noCPT inconclusive and N370S GC mod -4%.
COc1cccc(OC)c1OCCN(C)C was read as TDP1 block -3% and TDP1 cell noCPT -5%.
O=C(CCCOc1ccc(Cl)cc1Cl)NNC(=O)c1ccc(NC(=O)c2ccccc2)cc1 was read as TDP1 cell noCPT 3% and N370S GC mod -6%.
For CN(C(=O)COc1ncnc2c1cnn2-c1ccccc1)C1CCCCC1 the results were TDP1 block 5%, TDP1 cell noCPT inconclusive and N370S GC mod 1%.
For CC(C)[C@@H](CO)NS(=O)(=O)c1ccc(Br)cc1F the results were TDP1 block 1%[56.1 µM] and TDP1 cell noCPT -18%.
CC(=O)c1ccc(OC(=O)C(CCS(C)(=O)=O)N2C(=O)c3ccccc3C2=O)cc1 (stereo not given) was read as TDP1 block 1%, TDP1 cell noCPT 9% and N370S GC mod 4%.
Cc1oc(-c2cccc(Cl)c2)nc1CSCC(=O)O was read as TDP1 block 8%&5%, TDP1 cell noCPT 29µM*! and N370S GC mod 6%.
Cc1ccc2cc(CCNC(=O)c3ccc4c(c3)OCO4)c(=O)[nH]c2c1C was read as TDP1 block 1%, TDP1 cell noCPT 15µM* and N370S GC mod -10%.
For CCCn1c(=O)c(C(=O)NNS(=O)(=O)c2ccc(NC(=O)OC)cc2)c(O)c2ccccc21 the results were TDP1 block 12%, TDP1 cell noCPT -44% and N370S GC mod 8%.
Cc1ccc(Cn2cc(C(=O)c3ccc(C)cc3)c(=O)c3ccc(C)nc32)cc1 was read as TDP1 block 5% and TDP1 cell noCPT inconclusive.
For COc1cc(OC)c(C2=NOC(C(=O)NCCc3ccccc3)C2)cc1Cl (stereo not given) the results were TDP1 block -1%, TDP1 cell noCPT -14% and N370S GC mod -3%.
For COc1cccc(NC(=S)N2CCCC2)c1 the results were TDP1 block 5%, TDP1 cell noCPT -15% and N370S GC mod 14%.
`CCn1nc(NC(=O)c2ccco2)c2cc3cc(C)ccc3nc21` gave TDP1 block -3%, TDP1 cell noCPT inconclusive and N370S GC mod 4%.
`COc1ccc(S(=O)(=O)NCc2ccccn2)cc1OC` gave TDP1 cell noCPT -3% and N370S GC mod -10%.
`Cc1cnc([N+](=O)[O-])n1CCOC(=O)NC(=O)c1ccc(C(F)(F)F)cc1` gave TDP1 block 8%, TDP1 cell noCPT -16% and N370S GC mod 20%.
For O=C1CCC(/C=C/c2ccccc2)=NN1Cc1ccc(Cl)c(Cl)c1 the results were TDP1 block -12%, TDP1 cell noCPT -5% and N370S GC mod 9%.
For COc1ccc(/C=C2\SC(=O)N(CCC(=O)NCCCn3ccnc3)C2=O)cc1 the results were TDP1 block 2%, TDP1 cell noCPT inconclusive and N370S GC mod -23%.
Screening CCC(C)NC(=O)CCc1c(C)nc2nc(-c3cc(OC)cc(OC)c3)nn2c1C (stereo not given) returned TDP1 block -3%&0%, TDP1 cell noCPT inconclusive and N370S GC mod 7%.
Screening CCOc1ccccc1N(CC)C(=O)Cn1ncc2c1-c1ccccc1OC2 returned TDP1 block 5% and TDP1 cell noCPT 16µM*.
`Cc1ccc2nc(C)c(C(=O)N/N=C/c3ccc(C(=O)O)cc3)cc2c1` gave TDP1 block 3%, TDP1 cell noCPT -1% and N370S GC mod 7%.
`CCn1cc(C(=O)OCC(=O)c2cc(C)n(-c3ccc(OC(F)F)cc3)c2C)c(=O)c2ccc(C)nc21` gave TDP1 block 2%, TDP1 cell noCPT 13µM* and N370S GC mod 1%.
Screening COc1ccc(CC(=O)OCC(=O)N2CCN(S(=O)(=O)c3ccc(C)cc3C)CC2)cc1OC returned TDP1 block 1%, TDP1 cell noCPT inconclusive and N370S GC mod 0%.
For CCOc1ccc2c(c1)c(=O)c(C(=O)c1ccc(CC)cc1)cn2CC(=O)Nc1ccccc1C the results were TDP1 block 1% and TDP1 cell noCPT inconclusive.

The final four entries of the section above come first, to join the parts:
`Cc1ccc2nc(C)c(C(=O)N/N=C/c3ccc(C(=O)O)cc3)cc2c1` gave TDP1 block 3%, TDP1 cell noCPT -1% and N370S GC mod 7%.
`CCn1cc(C(=O)OCC(=O)c2cc(C)n(-c3ccc(OC(F)F)cc3)c2C)c(=O)c2ccc(C)nc21` gave TDP1 block 2%, TDP1 cell noCPT 13µM* and N370S GC mod 1%.
Screening COc1ccc(CC(=O)OCC(=O)N2CCN(S(=O)(=O)c3ccc(C)cc3C)CC2)cc1OC returned TDP1 block 1%, TDP1 cell noCPT inconclusive and N370S GC mod 0%.
For CCOc1ccc2c(c1)c(=O)c(C(=O)c1ccc(CC)cc1)cn2CC(=O)Nc1ccccc1C the results were TDP1 block 1% and TDP1 cell noCPT inconclusive.
C=CCN(C(=O)CNC(=O)c1ccco1)C(C(=O)NC1CCCCC1)c1ccccc1F (stereo not given) was read as TDP1 block 8%, TDP1 cell noCPT 0% and N370S GC mod -10%.
For O=C(NC1CCCC1)C(c1ccncc1)N(C(=O)Cc1cccs1)c1ccccc1 (stereo not given) the results were TDP1 block 6%, TDP1 cell noCPT -29% and N370S GC mod 6%.
Screening O=C(Nc1ccn(Cc2c(F)c(F)cc(F)c2F)n1)c1cccc(Cn2cc([N+](=O)[O-])cn2)c1 returned TDP1 block -3% and TDP1 cell noCPT inconclusive.
`CCC(ONc1ccccc1C(F)(F)F)(C(=O)NN(C)C)c1ccccc1` (stereo not given) gave TDP1 block 4% and TDP1 cell noCPT -30%.
For COc1ccc(CCNC(=O)c2ccc3c(c2)ncn3-c2ccc(C)cc2C)cc1OC the results were TDP1 block 13% and TDP1 cell noCPT 21µM*.
CC1CCN(S(=O)(=O)c2ccc(C(=O)Nc3nc4ccc(F)cc4s3)cc2)CC1 was read as TDP1 block 3% and TDP1 cell noCPT -30%.

Arranged by molar mass (lowest first): 5 of the compounds above.
`CCC(ONc1ccccc1C(F)(F)F)(C(=O)NN(C)C)c1ccccc1` (stereo not given) gave TDP1 block 4% and TDP1 cell noCPT -30%.
For O=C(NC1CCCC1)C(c1ccncc1)N(C(=O)Cc1cccs1)c1ccccc1 (stereo not given) the results were TDP1 block 6%, TDP1 cell noCPT -29% and N370S GC mod 6%.
C=CCN(C(=O)CNC(=O)c1ccco1)C(C(=O)NC1CCCCC1)c1ccccc1F (stereo not given) was read as TDP1 block 8%, TDP1 cell noCPT 0% and N370S GC mod -10%.
For CCOc1ccc2c(c1)c(=O)c(C(=O)c1ccc(CC)cc1)cn2CC(=O)Nc1ccccc1C the results were TDP1 block 1% and TDP1 cell noCPT inconclusive.
Screening COc1ccc(CC(=O)OCC(=O)N2CCN(S(=O)(=O)c3ccc(C)cc3C)CC2)cc1OC returned TDP1 block 1%, TDP1 cell noCPT inconclusive and N370S GC mod 0%.
